GALK inh: inhibits human galactokinase. P51570. recombinant GALK, Kinase-Glo ATP luminescence, 1 h. Potency, µM (doses to about 57.5 µM), for the others: at the top dose activity, negative = inhibition, usual class: inhibitors. 44,000 tested, under 10 active. AID 1347072;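 further: plate controls were full GALK reaction for no effect and reaction lacking GALK for full effect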
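Reactions with and without enzyme served as controls. GALK at 5 nM phosphorylates 100 uM galactose using 35 uM ATP (HEPES pH 8.0, Mg2+) for 1 h at RT, with luminescence read 10 min after adding Kinase-Glo Plus.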
p53null 32C kill: selectivity test: cytotoxicity in p53 null cells, permissive temperature; H1299-neo p53 null cells, ATP luminescence, 24 h, 32C; Potency, µM (top dose mostly 46.1 µM), for inactives: at the top dose activity change, negative = cytotoxicity, hits mostly cytotoxic; actives 0.62% (n = 55,000); AID 903;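 further: potency means the concentration at half of the fitted maximal effect; 0% = DMSO only and -100% = full killing by 100 µM tamoxifen; nearly all actives have a fitted effect of over 55% in size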
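H1299-neo, 600 cells/well; overnight 37C; cpd up to 46 uM, 24 h at 32C; ATPlite luminescence after 20 min RT; normalized to DMSO (0%) and tamoxifen 100 uM (100% kill); Hill-fit AC50.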
p53null 39C kill: selectivity test: cytotoxicity in p53 null cells, nonpermissive temperature | H1299 p53-null (neo) cells, 39C, ATPlite viability, 24 h | Potency, µM (highest dose often 46.1 µM), without a hit: top-dose activity, negative = cell killing, usual class: cytotoxic | AID 904 | actives 0.97% (n = 55,000);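 further: potency means the concentration at half of the fitted maximal effect; 0% = DMSO only and -100% = full killing by 100 µM tamoxifen; nearly all actives have a fitted effect of over 50% in size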
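Following overnight plating at 37C (600 cells/well), H1299-neo or H1299-p53A138V cells are dosed up to 46 uM. Incubation lasts 24 hr at 39C before ATP detection.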
NTMT1 inhibitor: blocks human N-terminal methyltransferase 1 activity; Q9BV86; NTMT1 MTase-Glo SAH luminescence, purified enzyme; Potency, µM (doses to about 114 µM), inactives show at the highest dose activity change, negative = inhibition, actives largely listed as inhibitors; actives 2.5% (n = 59,000);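 further: potency means the concentration at half of the fitted maximal effect; plate controls were DMSO vehicle for no effect and no enzyme for full effect; nearly all actives have a fitted effect of over 65% in size; many of its hits are not listed in these tables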
Target sequence (Q9BV86 whole entry, looked up): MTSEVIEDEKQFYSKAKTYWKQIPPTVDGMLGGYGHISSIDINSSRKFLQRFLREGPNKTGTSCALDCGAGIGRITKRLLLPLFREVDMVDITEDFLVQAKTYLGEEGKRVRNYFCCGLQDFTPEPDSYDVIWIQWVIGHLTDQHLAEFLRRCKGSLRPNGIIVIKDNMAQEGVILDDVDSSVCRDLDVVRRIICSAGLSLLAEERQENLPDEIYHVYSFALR
TSG101-PTAP inh: inhibitors of HIV-1 PTAP binding to human TSG101, validation; 44,000 tested, under 10 active; Fluorescence polarization, FITC-PTAP peptide/Tsg101, 20 min; Q99816; Potency, µM (top dose mostly 115 µM), inactives show at the highest dose activity change, negative = inhibition, most hits filed as inhibitors; further: potency means the concentration at half of the fitted maximal effect; 0% is about no effect
Target sequence (Q99816 whole entry, looked up): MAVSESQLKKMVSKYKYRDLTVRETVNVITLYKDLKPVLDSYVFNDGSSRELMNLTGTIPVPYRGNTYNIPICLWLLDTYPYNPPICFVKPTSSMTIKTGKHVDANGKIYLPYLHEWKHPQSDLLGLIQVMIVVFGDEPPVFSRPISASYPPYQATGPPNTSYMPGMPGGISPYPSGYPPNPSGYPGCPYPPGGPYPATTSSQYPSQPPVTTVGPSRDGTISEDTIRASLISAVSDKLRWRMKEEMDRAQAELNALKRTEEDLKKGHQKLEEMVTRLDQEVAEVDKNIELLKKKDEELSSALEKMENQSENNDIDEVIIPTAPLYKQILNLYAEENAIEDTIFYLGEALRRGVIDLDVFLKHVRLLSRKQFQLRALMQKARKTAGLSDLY
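Read-out is FITC fluorescence polarization. Compounds were added to Tsg101 binding domain (10 uM final), then FITC-PTAP peptide (50 nM final), 20 min at r.t. Total S+P intensity flags fluorescent compounds.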
FH mod: Identification of activators of human fumarate hydratase by quantitative high-throughput screening; actives 0.22% (n = 54,000); FH coupled MDH/diaphorase resazurin fluorescence, 15 min; Fumarate hydratase, mitochondrial (Homo sapiens), P07954; Potency, µM (doses to about 79.9 µM), for the others: at the highest dose activity change, negative = inhibition, most hits filed as inhibitors; further: potency means the concentration at half of the fitted maximal effect; on the % scale 0 is the no-effect control and ±100 the full control effect; the screen sought activators but most active calls are inhibition curves; nearly all actives have a fitted effect of over 45% in size
B2AR arrestin ag: ADRB2 beta-arrestin recruitment; P07550; HTLA Tango cells, beta-arrestin recruitment, luciferase luminescence, 18 h; Potency, µM (titrated, usually from 46.1 µM), inactives show top-dose activation, hits mostly activators; 44,000 tested, under 10 active; AID 1347077;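 further: potency means the concentration at half of the fitted maximal effect; 0% = DMSO and full agonism = EC100 isoproterenol or metaproterenol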
Target sequence (P07550 whole entry, looked up): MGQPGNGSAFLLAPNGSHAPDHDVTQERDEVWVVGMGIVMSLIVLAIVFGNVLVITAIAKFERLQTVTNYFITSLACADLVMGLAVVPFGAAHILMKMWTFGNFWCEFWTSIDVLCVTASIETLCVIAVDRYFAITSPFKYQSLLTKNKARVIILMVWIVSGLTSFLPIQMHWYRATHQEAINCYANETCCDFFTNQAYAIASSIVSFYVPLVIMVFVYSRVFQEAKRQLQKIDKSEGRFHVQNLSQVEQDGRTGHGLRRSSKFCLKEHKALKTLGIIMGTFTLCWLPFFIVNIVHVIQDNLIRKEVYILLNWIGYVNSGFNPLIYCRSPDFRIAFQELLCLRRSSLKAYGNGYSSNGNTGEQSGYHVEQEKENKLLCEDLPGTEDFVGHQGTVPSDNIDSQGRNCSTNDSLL
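Luminescence read-out: arrestin recruitment to recombinant beta2-AR releases tTA, inducing luciferase. Cells exposed 18 hr at 37 degrees C to up to 46 microM compound; %Activity from corrected signal, concentration-response curves classified by r2, magnitude and efficacy.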
* marks the source's active call; other numbers are inactive results; u = inconclusive; x = no result given; [ ] = another dose, or the depositor's remark. The call rests on the fitted dose curve; in most records, active means well fitted curve in the direction sought with a large enough effect; inconclusive means small, poorly fitted or top-dose-only effect, or another doubt; inactive means no such curve, though single readings can be large; an effect the other way counts as inactive or inconclusive. These rows are one share of the data. The share of hits here may be higher or lower than overall.

SMILES	GALK inh	p53null 32C kill	p53null 39C kill	NTMT1 inhibitor	TSG101-PTAP inh	FH mod	B2AR arrestin ag
CN(C)S(=O)(=O)c1ccc2c(c1)N(CC(=O)NCc1ccc(F)cc1)C(=O)CS2	0%	-2%	-22%	-17%	3%	-18%	-1%
CCOc1ccc(NC(=O)Cn2c(=O)n(CCCC(=O)NCc3ccc4c(c3)OCO4)c(=O)c3ccccc32)cc1	-1%	2%	15%	u	-2%	3%	-2%
CCOC(=O)c1c(-c2ccccc2)oc2ccc(NS(=O)(=O)c3ccc(C(C)C)cc3)cc12	u	26%	32%[activator]	x	-3%	x	1%
CN1C(=O)c2ccccc2Sc2ccc(NC(=O)c3ccc(C(F)(F)F)cc3)cc21	2%	15%	4%	-1%	-5%	u	-1%
COc1ccc(N2C(=O)C(CC(=O)Nc3ccc(F)cc3)N(CCC3=CCCCC3)C2=O)cc1 (stereo unspecified)	8%	9%	-24%	-20%	-1%	-21%	1%
COc1ccccc1-c1noc(CCCC(=O)Nc2cccc(C(F)(F)F)c2)n1	4%	-18%	5%	-8%	-1%	-32%	-2%
Cc1ccc(C)c(N2CCN(c3c(CN4CCCC4)c(=O)oc4ccccc34)CC2)c1	-1%	2%	18%	-3%	1%	-5%	-2%
CCOC(=O)c1c(C)[nH]c(C)c1S(=O)(=O)N1CCC(C(=O)NCc2ccccc2Cl)CC1	-2%	-1%	6%	-19%	-4%	9%	0%
COc1ccc(OCC(=O)NCC(c2ccc(OC)cc2)N2CCCCC2)cc1 (stereo unspecified)	1%	-5%	-21%	-17%	0%	-2%	-2%
COc1ccc(NC(=O)c2c(NC(=O)c3cccc(C)c3)sc3c2CCC3)cc1	1%	0%	11%	10%	-2%	-5%	-2%
CCOc1ccc(Oc2nc(NCC(C)C)nc(N3CCOCC3)n2)nn1	0%	-2%	-20%	-5%	3%	2%	-2%
CCC(Nc1ccc(-c2nc(-c3cccnc3)no2)cc1[N+](=O)[O-])c1ccccc1 (stereo unspecified)	3%	-4%	7%	3%	1%	-14%	-2%
CCc1ccc(NC(=O)c2ccc3[nH]c(C)c(C)c3c2)cc1	-1%	-2%	-10%	u	-1%	-2%	1%
Cc1cccc(Cn2nnc3c(=O)[nH]c(C4CCN(C(=O)c5ccc(F)cc5)CC4)nc32)c1	4%	9%	11%	18%	-4%	-4%	-1%
COc1ccc(CCNC(=O)c2cc3n(n2)CCCN(Cc2ccc(C)cc2)C3=O)cc1OC	1%	1%	-3%	-2%	0%	15%	1%
CC[C@@H](C)[C@@H](C(=O)Nc1ccc(C)cc1)N1Cc2ccccc2C1=O	9%	-5%	-15%	7%	-3%	-15%	1%
COc1ccc(CNC(=O)c2cc3cc4cc(OC)ccc4nc3o2)cc1	8%	5%	29%	2%	-1%	-15%	-1%
CCCOc1ccc(-c2nn(-c3ccccc3)cc2C2NC(=O)NC(C)=C2C(=O)OC(C)C)cc1 (stereo unspecified)	-1%	36%[activator]	61%[activator]	20%	-11%	-21%	-2%
CC(C)CCNC(=O)c1cc(-c2ccc(Br)s2)nc2ccccc12	-1%	-1%	-13%	-2%	7%	-16%	-2%
COc1cccc(NC(=O)C2CCCN2S(=O)(=O)c2ccc3c(c2)n(C)c(=O)c(=O)n3C)c1 (stereo unspecified)	0%	u	4%	13%	-3%	-8%	0%
CCc1nn(CCCC(=O)NCc2ccc(OC)c(OC)c2)c(=O)c2cc3occc3n12	9%	-10%	-18%	7%	1%	2%	0%
O=C(CCn1cnc2onc(-c3ccc(F)cc3)c2c1=O)N1CCN(c2cccc(Cl)c2)CC1	3%	7%	-13%	17%	0%	-14%	0%
CCOC(=O)c1ccc(NC(=O)CCn2c(=O)c3cccn3c3ccccc32)cc1	5%	43%[activator]	74%[activator]	3%	1%	-17%	0%
COc1ccc(NC(=O)Cn2c(=O)n(Cc3ccco3)c(=O)c3sc4ccccc4c32)c(OC)c1	9%	-7%	-8%	u	1%	-8%	1%
CC(=O)c1cc(-c2ccc(F)cc2)n(CC(=O)NCc2ccc(C)cc2)c1C	1%	15%	4%	-1%	4%	-3%	-1%
Cc1ccc(CNC(=O)CCCn2nc(C)n3c(cc4sccc43)c2=O)cc1	10%	5%	-15%	6%	-1%	-1%	1%
CCN(CC)CCNC(=O)Nc1ccc2c(c1)N(Cc1ccccc1)C(=O)c1ccccc1S2	-13%	13%	18µM*	u	0%	-6%	-4%
Cc1ccccc1NC(=O)CSc1ccc(-c2ccccn2)nn1	1%	-17%	-18%	3%	-10%	u	3%
Cc1ccsc1CN(C(=O)COc1ccc(Br)cc1)C1CCS(=O)(=O)C1 (stereo unspecified)	-2%	4%	6%	20%	-8%	-12%	0%
COc1c(Cl)cc(Cl)cc1CNCCSc1nnnn1C	9%	-25%	-19%	5%	0%	-10%	-1%
CCN1CCN(Cc2c(O)ccc3c(C)c(-c4ccc(OC)cc4)c(=O)oc23)CC1	2%	0%	10%	-20%	-5%	-4%	1%
Cc1ccc2nc(-c3cccc(NC(=O)c4ccc(Br)o4)c3)oc2c1	3%	-11%	u	3%	0%	-4%	1%
COc1ccccc1N1CCN(C(=O)Cn2ncc3c2-c2cc(C)ccc2OC3)CC1	11%	6%	-29%	-1%	-5%	-3%	1%
CCC(C)NC(=O)CN1C(=O)c2cccnc2Sc2ccccc21 (stereo unspecified)	1%	-10%	-3%	2%	0%	-9%	-1%
Cc1ccc(OCCSc2nc3ccccc3n2CCC(=O)O)cc1C	1%	-14%	21%	4%	-2%	-2%	0%
Cc1oc(-c2ccc(C(=O)NCCC(C)C)cc2)nc1CS(=O)(=O)c1ccccc1	-3%	-2%	9%	-2%	-2%	-8%	-1%
COCCNc1ccc(-c2nc(-c3ccco3)no2)cc1[N+](=O)[O-]	-9%	-3%	-7%	4%	11%	0%	-2%
CCOc1ccc(NC(=O)Cn2c(C)cc3ccccc3c2=O)cc1	5%	-6%	-19%	16%	-3%	-6%	-1%
Cn1c(=O)cc(SCC(=O)NCCc2ccc(Cl)cc2)c2cc(Cl)ccc21	0%	-3%	-1%	4%	-3%	-6%	1%
CCOc1ccc(N(CC)S(=O)(=O)N2CCCC(C(=O)Nc3ccc(C(C)=O)cc3)C2)cc1 (stereo unspecified)	2%	18%	-13%	7%	0%	u	1%
COc1ccc(S(=O)(=O)N(Cc2nc(-c3ccc(C)cc3)no2)C2CCCCC2)cc1	3%	1%	-7%	2%	0%	-36%	0%
Cc1ccc(S(=O)(=O)N2CCCc3cc(NS(=O)(=O)c4cccc(Cl)c4)ccc32)cc1	-3%	70%[activator]	98%[activator]	7%	-7%	u	0%
CC(=O)N1CCCc2cc(S(=O)(=O)N(C)CC(=O)Nc3ccc(F)c(Cl)c3)ccc21	2%	-6%	-7%	17%	-5%	-4%	0%
O=C(Cn1ncc2c3ccccc3n(Cc3ccc(Cl)cc3)c2c1=O)NCc1ccccn1	8%	4%	-7%	-1%	18%	0%	-4%
O=C(NCC(c1ccc(Cl)cc1)N1CCOCC1)c1ccccc1F (stereo unspecified)	2%	0%	-7%	11%	-2%	-37%	-4%

Only p53null 39C kill and TSG101-PTAP inh, for some of the entries so far:
| Structure | p53null 39C kill | TSG101-PTAP inh |
| --- | --- | --- |
| COc1ccc(CNC(=O)c2cc3cc4cc(OC)ccc4nc3o2)cc1 | 29% | -1% |
| CCCOc1ccc(-c2nn(-c3ccccc3)cc2C2NC(=O)NC(C)=C2C(=O)OC(C)C)cc1 (stereo unspecified) | 61%[activator] | -11% |

Other compounds
SMILES	GALK inh	p53null 32C kill	p53null 39C kill	NTMT1 inhibitor	TSG101-PTAP inh	FH mod	B2AR arrestin ag
COc1ccc(NC(=O)C2=C(C)C(=O)OC23CCN(C(C)C)CC3)cc1Cl	-2%	8%	0%	-17%	-3%	5%	2%
Cc1cc(C)c(S(=O)(=O)NCCc2cc3c(C)ccc(C)c3[nH]c2=O)c(C)c1	-4%	-11%	8%	-1%	3%	-5%	0%
CC1CN(C(=O)NCc2ccccc2)c2cc(Cl)ccc2O1 (stereo unspecified)	-19%	6%	-28%	u	0%	2%	1%
COc1ccc(-n2c(=O)c3c(c4cc(OC)ccc4n3C)n(CC(=O)N3CCCC3)c2=O)cc1	2%	13%	3%	-1%	3%	-12%	0%
Cc1cc2c(n1-c1ccc(C(=O)NCCc3ccc(Cl)cc3)cc1)CCC(C)C2 (stereo unspecified)	2%	1%	-19%	-3%	2%	-8%	u
COc1cccc(N2CCN(c3ncnc4onc(-c5ccc(Cl)cc5)c34)CC2)c1	4%	0%	26%	u	2%	-25%	0%
COc1ccc2c(c1)c1c(c(=O)n(-c3ccc(OC)c(OC)c3)c(=O)n1Cc1ccccc1C)n2C	-4%	1%	9%	27%	1%	-7%	-1%
COc1ccc(Cl)cc1NC(=O)CSc1nc2ccccc2nc1N1CCCCC1	2%	-7%	-9%	7%	-7%	-7%	1%
Cc1ccc(S(=O)(=O)N(CC(=O)Nc2ccc(C(C)C)cc2)Cc2ccccc2)cc1	-3%	0%	20%	-7%	-3%	u	-2%

In the list so far, nine have fluorine:
SMILES	GALK inh	p53null 32C kill	p53null 39C kill	NTMT1 inhibitor	TSG101-PTAP inh	FH mod	B2AR arrestin ag
CN(C)S(=O)(=O)c1ccc2c(c1)N(CC(=O)NCc1ccc(F)cc1)C(=O)CS2	0%	-2%	-22%	-17%	3%	-18%	-1%
CN1C(=O)c2ccccc2Sc2ccc(NC(=O)c3ccc(C(F)(F)F)cc3)cc21	2%	15%	4%	-1%	-5%	u	-1%
COc1ccc(N2C(=O)C(CC(=O)Nc3ccc(F)cc3)N(CCC3=CCCCC3)C2=O)cc1 (stereo unspecified)	8%	9%	-24%	-20%	-1%	-21%	1%
COc1ccccc1-c1noc(CCCC(=O)Nc2cccc(C(F)(F)F)c2)n1	4%	-18%	5%	-8%	-1%	-32%	-2%
Cc1cccc(Cn2nnc3c(=O)[nH]c(C4CCN(C(=O)c5ccc(F)cc5)CC4)nc32)c1	4%	9%	11%	18%	-4%	-4%	-1%
O=C(CCn1cnc2onc(-c3ccc(F)cc3)c2c1=O)N1CCN(c2cccc(Cl)c2)CC1	3%	7%	-13%	17%	0%	-14%	0%
CC(=O)c1cc(-c2ccc(F)cc2)n(CC(=O)NCc2ccc(C)cc2)c1C	1%	15%	4%	-1%	4%	-3%	-1%
CC(=O)N1CCCc2cc(S(=O)(=O)N(C)CC(=O)Nc3ccc(F)c(Cl)c3)ccc21	2%	-6%	-7%	17%	-5%	-4%	0%
O=C(NCC(c1ccc(Cl)cc1)N1CCOCC1)c1ccccc1F (stereo unspecified)	2%	0%	-7%	11%	-2%	-37%	-4%

Assay outcomes deposited in PubChem BioAssay by National Center for Advancing Translational Sciences (NCATS).
